# E-sel TNF inh = TNF alpha driven E-selectin expression inhibition; inhibition, % at 2 µM; HUVEC TNFa-induced E-selectin immunofluorescence, high content; 0.71% of 120,000 active; AID 1246;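 active = inhibition above the batch mean plus 3 SD, and confirmed as a hit on visual image review, cut at about 43% in these data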;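 note: 0% = TNF-stimulated DMSO wells and 100% = unstimulated control wells; not every result past the cut was called active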
# NPY Y2 blocker = antagonists of human neuropeptide Y receptor Y2. NPY-Y2 expressing cells, antagonist mode. inhibition, % at 2.7 µM. P49146. 0.99% of 140,000 active; in the data active = inhibition above about 17%;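 note: 0% = vehicle with agonist challenge and 100% = reference antagonist with challenge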
# Target sequence (P49146 whole entry, looked up): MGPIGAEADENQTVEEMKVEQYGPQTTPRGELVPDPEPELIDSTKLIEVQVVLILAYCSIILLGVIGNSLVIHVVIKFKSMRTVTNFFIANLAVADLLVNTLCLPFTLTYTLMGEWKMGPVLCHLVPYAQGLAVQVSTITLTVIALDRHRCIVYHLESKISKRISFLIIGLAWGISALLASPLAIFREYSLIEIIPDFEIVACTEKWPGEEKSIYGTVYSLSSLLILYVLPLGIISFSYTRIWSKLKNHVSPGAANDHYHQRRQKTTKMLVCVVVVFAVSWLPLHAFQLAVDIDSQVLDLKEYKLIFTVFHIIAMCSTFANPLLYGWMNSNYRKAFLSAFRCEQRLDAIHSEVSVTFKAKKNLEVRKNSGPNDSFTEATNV
# Yeast lifespan up = yeast lifespan extension; inhibition of the nicotinamide effect, % at 10 µM; 0.68% of 130,000 active; S. cerevisiae growth with nicotinamide, OD615; deaD strain in restrictive glucose medium;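 active = inhibition above a set limit, placed 3 SD over the median of all compounds, cut at about 26% in these data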;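 note: 0% = nicotinamide-treated wells and 100% = cells grown without nicotinamide; some compounds called inactive have numbers as strong as hits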
#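 assay system = DeaD-strain S. cerevisiae | buffer or medium = restrictive glucose medium | reagent = 1.5 mM nicotinamide | compound = 10 µM single point, 0.25% DMSO | incubation = 48 h compound exposure at 30 °C, humidified | signal = OD615 measurement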
# HCT116 bCat-KO = beta-catenin-lacking colon tumor cell growth suppression; HCT116 beta-catenin knockout viability, CellTiter-Glo, 60 h; active compounds read low; viability, % at 10 µM; 1.5% of 140,000 active; AID 818;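 active = viability at or under a set limit, the compound median less 4 SD, cut at about 6% in these data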;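 note: 0% = Hyamine 1622 control at 20 µM and 100% = untreated cell control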
# Measles CPE = protection of cells from measles virus; Measles virus-infected cells, CPE protection, absorbance; protection (pct of control), % at 4 µM; 1.5% of 140,000 active; AID 841; in the data active = protection mostly above about 24%, no sharp cut-off; inactive = mostly below about 26%; note: some compounds called inactive have numbers as strong as hits
# GALR2 antag = blocks the human galanin receptor 2; GALR2-expressing cells, antagonist mode; 0.39% of 140,000 active; AID 828; inhibition, % at 4 µM; in the data active = inhibition above about 27%;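 note: cells stimulated with galanin 1-16 at roughly its EC80; 0% = agonist challenge control and 100% = basal control without agonist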
# Target sequence (O43603 whole entry, looked up): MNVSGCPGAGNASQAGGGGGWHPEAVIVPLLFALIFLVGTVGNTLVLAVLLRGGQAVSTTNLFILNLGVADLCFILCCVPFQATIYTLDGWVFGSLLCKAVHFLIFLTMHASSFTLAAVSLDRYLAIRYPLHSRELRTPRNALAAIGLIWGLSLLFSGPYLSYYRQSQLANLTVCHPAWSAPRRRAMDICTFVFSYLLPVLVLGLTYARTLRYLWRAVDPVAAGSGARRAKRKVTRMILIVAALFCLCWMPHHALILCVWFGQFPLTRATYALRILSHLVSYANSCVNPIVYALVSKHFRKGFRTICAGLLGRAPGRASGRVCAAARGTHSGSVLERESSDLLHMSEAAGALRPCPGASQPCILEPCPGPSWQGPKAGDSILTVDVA
# HCT116 PTEN-null = growth suppressors of cells with PTEN tumor suppressor deletion. HCT116 PTEN-null viability, CellTiter-Glo, 60 h; active compounds read low. viability, % at 10 µM. 1.2% of 140,000 active. AID 827;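 active = viability at or below a set limit, 4 SD under the median of all tested compounds, cut at about 3.7% in these data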;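 note: PTEN knockout HCT116 line with beta catenin targeted HCT116 as companion control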
# MRP-1 activ = activators of MRP-1 | viability increase, % at 10 µM | 0.61% of 140,000 active | H69AR cells + doxorubicin, viability rescue, CellTiter-Glo;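 active = viability gain under doxorubicin at or above a set limit, the compound median plus 3 SD, cut at about 4.7% in these data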;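 note: MRP-1 overexpressing cells given doxorubicin 25 µM after compound pretreatment; 18-22 h compound pretreatment then 72 h with doxorubicin before readout; 0% = doxorubicin-only wells and 100% = vehicle-treated cells without doxorubicin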
# Phagocyt inh = macrophage phagocytosis inhibition; J774A.1 macrophage IgG-bead phagocytosis, imaging; inhibition, % at 5 µM; 0.07% of 110,000 active; AID 1029;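 active = inhibition above the mean of the plate negative controls plus 5 SD, cut at about 13% in these data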;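 note: phagocytic index as fraction of beads internalized from green versus red external bead signal; plate controls were DMSO negative control for no effect and cytochalasin-D positive control for full effect; some results beyond the cut were filed as inactive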
# Yeast growth inh = chemicals that inhibit yeast BB579 growth in restrictive medium (lifespan-shortening candidates); S. cerevisiae BB579 growth, OD615, 48 h; inhibition, % at 10 µM; 0.51% of 140,000 active;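 active = inhibition above a set limit, 3 SD over the mean compound inhibition, cut at about 44% in these data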; note: inactives centre near -24
#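 Detection: OD615 turbidity measurement; Material: Saccharomyces cerevisiae DeaD strain BB579, replicative lifespan model yeast; Timing: 48 h exposure, 30 °C; Doses: single 10 µM dose; Medium: CSMM-D restrictive synthetic medium containing dextrose (glucose); Controls: amphotericin B at 10 µg/mL as positive control.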
# * hit, by the source's call; x = no result given; & = joins results of further samples.
SMILES,E-sel TNF inh,NPY Y2 blocker,Yeast lifespan up,HCT116 bCat-KO,Measles CPE,GALR2 antag,HCT116 PTEN-null,MRP-1 activ,Phagocyt inh,Yeast growth inh
COc1ccc(S(=O)(=O)CCC(=O)N2c3ccccc3CC2C)cc1 (stereo unspecified),x,-1,0,88,10,16,100,-2.3,-2,-21
COC(=O)c1ccc(S(=O)(=O)c2ccccc2)c(N)c1,13,0,-11,91,17,6,98,-0.4,x,11
Cc1cc(N2CCN(S(=O)(=O)c3ccc4c(c3)OCCO4)CC2)n2ncnc2n1,x,3,-7,86,6,-3,83,-0.8,-1,1
Cc1cccc(-n2c(SCC(N)=O)nnc2-c2ccccn2)c1C,5,3,-6,109,2,-1,101,1.1,-1,-14
COC(=O)c1cc(NC(=O)Nc2ccccc2)ccc1Cl,x,1,-4,85,6,23,92,-0.1,5,-28
CCOc1ccc(-c2n[nH]c(=S)n2/N=C/c2cc3c(cc2[N+](=O)[O-])OCO3)cc1,x,6,1,90,2,-1,90,-2.4,-4,-60
COc1ccccc1C1CN(c2ccccc2)N=C1c1cccs1 (stereo unspecified),15,4,-5,73,8,-2,78,-2.8,-1,-33
Cc1cnc(NC(=O)CSc2nnc(-c3ccncc3)n2C2CCCCC2)s1,-13,-4,-2,99,6,-1,98,-1.1,x,-65
O=C(CON=C1c2ccccc2-c2ccccc21)NC12CC3CC(CC(C3)C1)C2,x,12,-2,98,1,-6,96,0.9,-13,-34
CCOC(=O)c1c2n(c3ccc(O)cc13)CCCCC2,16,2,-7,91,14,1,92,-1.8,3,-23
COc1ccc(CNc2nc(SC)n[nH]2)cc1OC,-11,-2,-3,84,3,19,91,-2.6,-1,-43
O=C1NC(=O)/C(=C\c2ccccc2OCc2ccc([N+](=O)[O-])cc2)N1,x,2,-3,81,23,1,86,-3.9,-5,-14
Cc1ccc(S(=O)(=O)NCC(=O)N(CC(=O)NCc2ccco2)Cc2ccc3c(c2)OCO3)cc1,15,2,-8,101,2,-7,99,-0.8,0,-20
CCOC(=O)c1c(NC(=O)C(F)(OC)C(F)(F)F)sc(C(=O)N2CCCCC2)c1C (stereo unspecified),-57,2,3,77,24,-10,68,-1.6,0,-24
COc1ccc(C2C(=O)N(C3CCCCC3)CC(=O)N2Cc2ccc3c(c2)OCO3)cc1 (stereo unspecified),2,4,-20,68,29,-1,62,-3.5,-3,-1
CC(C)CCn1cnc2c(cnn2-c2ccc(Cl)cc2)c1=O,x,6,-4,89,10,2,96,0.6,-1,-26
Cc1ccc(-c2csc(NC(=O)CSc3nc(C)cc(=O)[nH]3)n2)cc1,19,1,5,98,6,-17,133,-1.7,-1,-29
Cc1ccsc1/C=N/NC(=O)c1cccc(S(=O)(=O)Nc2ccccc2Cl)c1,-1,2,2,88,5,-16,91,-1.9,x,-34
C/C(=C/C(=O)N1CCN(C)CC1)C(=O)O,24,2,-4,99,8,-4,97,-3.3,-10,-5
COc1ccc(-n2c(N)c(Br)c(=O)[nH]c2=O)cc1,10,5,-11,91,36,-10,89,-2.1,10,11
Cn1c(CCNC(=O)c2ccc(Cl)cc2)n[nH]c1=S,-24,9,-5,90,25,1,95,0.8,x,11
CN1CCCC(CC2Oc3ccccc3Sc3ccccc32)C1 (stereo unspecified),x,8,2,66,20,-6,71,-4.5,7,-1
CCOC(=O)N1CCN(c2cc3nccnc3cc2F)CC1,-11,3,-6,103,4,0,115,-1.1,-2,-49
O=C(O)CC1S/C(=N/N=C2CCCCC2)N(c2ccccc2)C1=O (stereo unspecified),x,3,5,102,13,7,105,1.8,-1,-29
Cc1ccc(C(=O)CC2(O)C(=O)N(Cc3ccccc3)c3ccccc32)o1 (stereo unspecified),11,3,-3,20,14,-14,13,-4.7,-1,-22

# Other compounds follow.
SMILES,E-sel TNF inh,NPY Y2 blocker,Yeast lifespan up,HCT116 bCat-KO,Measles CPE,GALR2 antag,HCT116 PTEN-null,MRP-1 activ,Phagocyt inh,Yeast growth inh
CC(C)OC(=O)CSc1nc2c(c(C3CC=CCC3)c1C#N)CCC2 (stereo unspecified),3,11,-8,86,14,-3,76,-2.3,1,-23
CCOC(=O)c1c(NC(=O)C2C3C=CC(C3)C2(C)C(=O)O)sc2c1CCCC2 (stereo unspecified),x,7,0,103,14,13,102,-1.4,-4,3
CCC(=O)Nc1ccc(C(=O)n2nc(C)cc2C)cc1,x,3,-10,106,8,8,102,0.4,0,-15
O=S(=O)(c1ccc(OCc2nc3ccccc3s2)c(Cl)c1)N1CCOCC1,10,0,-5,86,14,-7,92,-1.6,-1,-17
Cc1cc(C(=O)NCC(=O)OCC(=O)N(C)C2CCCCC2)ccc1[N+](=O)[O-],-16,4,-1,99,0,8,97,0.6,x,3
COc1cc(C(=O)OC(C)C(=O)NCC2CCCCC2)cc(NC(=O)c2ccco2)c1OC (stereo unspecified),-27,5,-5,68,22,-3,68,0.9,x,-12
N/C(CCN1CCCCC1)=N/O,-35,0,-2,105,7,-13,97,-0.8,-1,-40
COc1ccc(-c2c(C)nc(N)nc2-c2ccc(OCc3ccc(C)cc3)cc2O)cc1OC,-20,1,2,72,8,5,79,-2.5,-2,-50
COc1nccnc1NS(=O)(=O)c1ccc(NC(=S)NC(=O)c2ccccc2)cc1,x,1,0,85,10,2,96,-0.7,0,-2
COc1ccc(/C=C/C(=O)c2ccc3c4c(cccc24)CC3)cc1OC,x,2,-4,14,11,-6,16,-5.2,x,-21
Cn1c(Nn2cnnc2)nc2ccccc21,x,-1,-6,94,18,4,101,0.7,-2,-50
CC1CC(C)CN(C(=O)CCNS(=O)(=O)c2cccs2)C1 (stereo unspecified),4,0,3,91,18,-5,102,-2.9,0,-51
CC(C)C(NC(=O)/C=C/c1cccc([N+](=O)[O-])c1)C(C)C,x,11,3,87,18,4,99,-2.3,-2,-14
COc1cc(CNC2CCCc3ccccc32)cc(OC)c1OC (stereo unspecified),8,2,-2,79,22,14,78,-2.9,-8,-6
COc1ccc(C(=O)Nc2ccc(Cl)cc2C(=O)NCc2ccco2)cc1OC,x,16,-21,89,26,3,75,-1.1,-2,-40
O=S(=O)(N/N=C\c1cccn1-c1ccccc1)c1ccc2ccccc2c1,-2,8,-3,98,11,-1,88,-2.9,x,-7
COc1ccc(C(=O)NCc2cccnc2)cc1,-6,-1,x,93,18,-3,96,-1.0,x,5
O=C(/C=C/c1ccccc1)NNC(=O)c1cccnc1,-51,4,-9,92,6,-11,89,-0.9,x,-14
COCCCNC(=O)CCCOc1ccccc1,-10,1,-8,92,19,-3,85,-2.0,0,-18
Cc1cc(C)nc(NC(=O)c2ccc(Cl)cc2[N+](=O)[O-])c1,x,0,0,95,12,10,96,-1.1,7,-30
COc1ncnc2c1N=C1CC(C)(C)CC(N)=C1S2,9,1,-11,95,6,-2,94,-0.5,1,6
CCN(C(=O)CN1CCN(S(=O)(=O)c2cc(Cl)ccc2Cl)CC1)c1c(N)n(Cc2ccccc2)c(=O)[nH]c1=O,x,2,-5,90,30*,12,98,-1.5,-5,-20
CCn1ncc(C2=NOC(C(=O)Nc3ccccc3C(=O)OC)C2)c1C (stereo unspecified),-52,4,-13,94,14,10,107,-0.6,-3,-55
COc1ccc(Nc2nc(-c3cccs3)cs2)c(OC)c1,23,0,-15,83,7,10,76,2.5,0,-46
O=C1CCCC2=C1C(c1ccccn1)Nc1ccc(C(=O)c3ccccc3)cc1N2 (stereo unspecified),50,0,2,90,6,-3,82,-0.9,2,-7

# Further compounds.
SMILES,E-sel TNF inh,NPY Y2 blocker,Yeast lifespan up,HCT116 bCat-KO,Measles CPE,GALR2 antag,HCT116 PTEN-null,MRP-1 activ,Phagocyt inh,Yeast growth inh
O=c1c2ccccc2nc(SCc2cc(F)ccc2F)n1C1CCCC1,x,-1,5,72,31*,6,80,-1.0,0,6
CCCCN(CCCC)CC1OCc2ccccc2CO1,29,6,-15,64,8,-7,64,-2.9,x,-22
O=C(Nc1nc(-c2ccccc2)c(C(=O)c2ccccc2)s1)c1ccc(S(=O)(=O)N2CCCCC2)cc1,-2,3,4,88,6,-19,93,4.0,1,-73
Cc1ccc(/C=N/Nc2ccnc3cc(Cl)ccc23)c(C)c1,-19,4,-6,1.3*,14,32*,1.6*,-6.0,-3,68*
CCOC(=O)CSC1=C(C#N)C(c2ccco2)C(C(=O)OCc2ccccc2)=C(C)N1 (stereo unspecified),-7,3,-5,13,13,1,13,-1.6,-3,-25
CCOc1ccc(-c2nnn(CC(=O)NCc3cccs3)n2)cc1,-41,4,-8,97,10,-14,92,-0.9,0,-21
COc1ccc(N/N=C(/N=Nc2nc(C)cc(=O)[nH]2)c2ccccc2)cc1,2,0,2,13,1,0,8&9,-1.8,0,-54
COc1cccc(-n2c(CN3CCN(c4cccc(C)c4)C(C)C3)nc3ccc([N+](=O)[O-])cc3c2=O)c1 (stereo unspecified),x,-2,9,71,12,-17,65,-3.1,-7,-54

# 10 neighbouring compounds out of the list so far:
SMILES,E-sel TNF inh,NPY Y2 blocker,Yeast lifespan up,HCT116 bCat-KO,Measles CPE,GALR2 antag,HCT116 PTEN-null,MRP-1 activ,Phagocyt inh,Yeast growth inh
COc1ccc(Nc2nc(-c3cccs3)cs2)c(OC)c1,23,0,-15,83,7,10,76,2.5,0,-46
O=C1CCCC2=C1C(c1ccccn1)Nc1ccc(C(=O)c3ccccc3)cc1N2 (stereo unspecified),50,0,2,90,6,-3,82,-0.9,2,-7
O=c1c2ccccc2nc(SCc2cc(F)ccc2F)n1C1CCCC1,x,-1,5,72,31*,6,80,-1.0,0,6
CCCCN(CCCC)CC1OCc2ccccc2CO1,29,6,-15,64,8,-7,64,-2.9,x,-22
O=C(Nc1nc(-c2ccccc2)c(C(=O)c2ccccc2)s1)c1ccc(S(=O)(=O)N2CCCCC2)cc1,-2,3,4,88,6,-19,93,4.0,1,-73
Cc1ccc(/C=N/Nc2ccnc3cc(Cl)ccc23)c(C)c1,-19,4,-6,1.3*,14,32*,1.6*,-6.0,-3,68*
CCOC(=O)CSC1=C(C#N)C(c2ccco2)C(C(=O)OCc2ccccc2)=C(C)N1 (stereo unspecified),-7,3,-5,13,13,1,13,-1.6,-3,-25
CCOc1ccc(-c2nnn(CC(=O)NCc3cccs3)n2)cc1,-41,4,-8,97,10,-14,92,-0.9,0,-21
COc1ccc(N/N=C(/N=Nc2nc(C)cc(=O)[nH]2)c2ccccc2)cc1,2,0,2,13,1,0,8&9,-1.8,0,-54
COc1cccc(-n2c(CN3CCN(c4cccc(C)c4)C(C)C3)nc3ccc([N+](=O)[O-])cc3c2=O)c1 (stereo unspecified),x,-2,9,71,12,-17,65,-3.1,-7,-54

# The order is random; any-hit rate near 6.4%.
